dFosB activator: enhances mouse delta FosB homodimer DNA binding | purified delta FosB, TAMRA-CDK5 oligo fluorescence polarization; percent of positive-control signal above neutral wells | activation, % at 25 µM | 340,000 compounds, 0.99% hits;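 active = mean activation above about 17%, with every replicate also reaching it, limit read from the data, passing the limit was not always enough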;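 note: fluorescence polarization rise as delta FosB binds a TAMRA Cdk5 AP-1 oligo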
NSD2 HMT inh: NSD2 (human) methyltransferase inhibition; 310,000 compounds, 0.54% hits; AID 743445; inhibition, % at 12.5 µM; O96028; NSD2 peptide methylation, AlphaScreen, 120 min; in the data active = inhibition above about 50%
SR-BI DiI inh: inhibitors of mouse SR-BI mediated HDL lipid uptake; ldlA[mSR-BI] CHO cells, DiI-HDL uptake fluorescence, 3 h; inhibition, % at 12.5 µM; 320,000 compounds, 0.96% hits;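 active = mean replicate inhibition of at least 70% and a set share of replicates each scoring 70 or more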;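 note: 0% = median of neutral control wells and 100% = median of positive control wells; values of inactives mirror those of a sister screen read the other way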
Wnt bcat act: Wnt/beta-catenin pathway activation; Wnt/beta-catenin reporter cell assay, activator, plate reader; AID 743398; activation, % at 9.35 µM; 300,000 compounds, 1.2% hits; in the data active = activation above about 30%, passing the limit was not always enough;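 note: 0% = neutral control wells and 100% = positive control wells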
HTR5A inv ctr: counter-screen for OPRM1-OPRD1 inverse agonists: human HTR5A inverse agonism. P47898. HTR5A cell line, luminescence. inhibition, % at 9.3 µM. 340,000 compounds, 0.083% hits. AID 504634; in the data active = inhibition mostly above about 23%, no sharp cut-off; inactive = mostly below about 18%;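 note: 0% = cells with DMSO and 100% = no-cell wells with DMSO; some compounds called inactive have numbers as strong as hits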
Target sequence (P47898 whole entry, looked up): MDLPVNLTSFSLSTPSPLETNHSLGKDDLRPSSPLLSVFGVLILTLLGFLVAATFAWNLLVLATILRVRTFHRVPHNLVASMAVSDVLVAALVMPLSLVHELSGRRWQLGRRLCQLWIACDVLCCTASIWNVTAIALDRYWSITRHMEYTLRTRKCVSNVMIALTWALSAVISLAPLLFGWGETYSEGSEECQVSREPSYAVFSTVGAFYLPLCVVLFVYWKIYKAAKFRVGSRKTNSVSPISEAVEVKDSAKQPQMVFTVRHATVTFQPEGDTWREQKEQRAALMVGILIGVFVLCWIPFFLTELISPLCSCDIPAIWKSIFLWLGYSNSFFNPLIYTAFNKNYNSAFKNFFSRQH
HTR5A ag ctr: HTR5A agonism, opioid heterodimer counter-screen | HTR5A agonist assay, luminescence, cell-based | activation, % at 9.3 µM | 340,000 compounds, 0.61% hits; in the data active = activation mostly above about 9.5%, no sharp cut-off; inactive = mostly below about 7.6%;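 note: 0% = cells with vehicle only and 100% = reference agonist; strong numbers were not always called active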
V-ATPase pHluor: regulators of yeast V-ATPase proton transport; 350,000 compounds, 0.37% hits; AID 504577; S. cerevisiae, pHLuorin cytosolic pH fluorescence; response, % at 10 µM; in the data active = response mostly above about 7.3%, no sharp cut-off; inactive = mostly below about 5.4%; note: actives read high; inactives centre near 0; some compounds called inactive have numbers as strong as hits; reference of the scale not given here
PvdQ acylase: P. aeruginosa PvdQ acylase inhibition; purified PvdQ acylase, fluorescence plate reader; inhibition, % at 10 µM; 340,000 compounds, 0.063% hits; AID 488965; in the data active = inhibition above about 30%, passing the limit was not always enough;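 note: 0% = vehicle neutral wells and 100% = reference inhibitor wells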
CDK5 inh: blocks human CDK5/p35 kinase activity; Q00535+Q15078; Recombinant CDK5/p35, ADP-Glo luminescence, 60 min; inhibition, % at 10 µM; 330,000 compounds, 0.01% hits; AID 488839;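 active = highest replicate inhibition of at least 50% and at least 75% of replicates reaching 50%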;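 note: plate controls were DMSO neutral control for no effect and GW8510 at 10 µM for full effect; many of its hits are not listed in these tables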
Target sequence (Q00535 whole entry, looked up): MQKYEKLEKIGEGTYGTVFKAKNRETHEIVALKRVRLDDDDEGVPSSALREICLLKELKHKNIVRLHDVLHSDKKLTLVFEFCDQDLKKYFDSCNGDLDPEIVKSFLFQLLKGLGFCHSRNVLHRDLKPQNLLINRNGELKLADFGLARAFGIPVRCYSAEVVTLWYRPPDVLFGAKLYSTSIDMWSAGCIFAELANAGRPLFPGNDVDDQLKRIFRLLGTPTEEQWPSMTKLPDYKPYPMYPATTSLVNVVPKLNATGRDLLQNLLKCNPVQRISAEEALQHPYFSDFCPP
Target sequence (Q15078 whole entry, looked up): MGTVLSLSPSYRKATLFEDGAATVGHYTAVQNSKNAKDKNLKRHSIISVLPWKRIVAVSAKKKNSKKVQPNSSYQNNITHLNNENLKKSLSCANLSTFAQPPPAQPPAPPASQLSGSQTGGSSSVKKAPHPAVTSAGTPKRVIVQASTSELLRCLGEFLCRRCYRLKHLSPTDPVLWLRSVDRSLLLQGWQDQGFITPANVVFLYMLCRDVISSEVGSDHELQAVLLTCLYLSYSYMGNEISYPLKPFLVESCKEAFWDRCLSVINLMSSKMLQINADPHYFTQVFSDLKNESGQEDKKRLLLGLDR
MITF TRPM1 HTS: MITF TRPM1 promoter activation in melanoma cells; SK-MEL-5 TRPM1-promoter luciferase, 24 h; % of positive control, neutral wells = 0; activation, % at 12.5 µM; 300,000 compounds, 0.75% hits;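 active = mean activation of at least 80% with every replicate also reaching 80%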;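 note: 0% = neutral control wells and 100% = parthenolide positive control wells; values of inactives mirror those of a sister screen read the other way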
The depositor's hits bear a star; . = no result given.

SMILES | dFosB activator | NSD2 HMT inh | SR-BI DiI inh | Wnt bcat act | HTR5A inv ctr | HTR5A ag ctr | V-ATPase pHluor | PvdQ acylase | CDK5 inh | MITF TRPM1 HTS
Cc1cccc(NC(=O)NNC(=O)c2sccc2-n2cccc2)c1 | 1 | 0 | 9 | -1 | 10 | -4 | -1 | 1 | -0.9 | -7
CCCNC(=O)Nc1nccs1 | 4 | -3 | . | . | 0 | 0 | -2 | 1 | -0.4 | .
CCn1c(SCC(=O)Nc2ccc(NC(=O)c3ccco3)c(OC)c2)nc2ccccc2c1=O | -8 | 2 | 64 | . | 19 | -2 | . | -5 | 0.0 | 5
CCCCn1c(SCC(=O)OCC)nnc1-c1ccoc1C | -4 | -4 | -8 | . | 4 | 1 | -6 | -7 | -0.8 | 2
Cc1cc(C(=O)O[C@H]2[C@H](Cc3ccccc3)NS(=O)(=O)[C@H]3C[C@@H]4C=C[C@]23O4)ccc1[N+](=O)[O-] | 5 | . | 20 | -4 | -28 | 0 | -4 | 5 | -0.5 | 17
NS(=O)(=O)c1cc(C(=O)NC2CCSc3ccccc32)ccc1Cl (centres undefined) | -24 | 180* | 5 | 1 | 1 | 0 | 0 | -23 | -16 | 3
O=C(C1=C[C@H](c2ccc(C(F)(F)F)cc2)C[C@H](OCc2ccc(CO)cc2)O1)N1CCN(Cc2ccc3c(c2)OCO3)CC1 | -16 | . | 12 | -6 | 6 | 2 | 0 | -12 | -1.8 | -2
CC(C)COc1ccc(CSCCNC(=S)Nc2ccccc2)cc1 | -13 | 16 | 31 | . | -5 | 2 | -2 | -12 | 0.5 | -3
Cc1ccc(SCCNC(=S)Nc2cc(C)ccc2C)cc1 | -9 | -4 | 23 | . | -31 | 3 | 1 | -5 | 0.9 | 5
COc1ccccc1N(CC(=O)NC1CC2CCC1C2)S(=O)(=O)c1ccc(C)cc1 (centres undefined) | -11 | -1 | -14 | 0 | 7 | 2 | -2 | 3 | -0.3 | -6
Cc1ccc(Cn2nnnc2CN2CCC(O)(c3cccnc3)CC2)cc1 | -7 | -7 | -13 | -1 | -5 | 4 | 4 | 2 | 0.7 | -15
COc1ccc(NC(=O)CN(C)S(=O)(=O)c2ccc3[nH]c(=O)oc3c2)cc1 | -2 | 5 | -23 | 5 | 4 | -1 | 1 | -15 | -1.3 | -3
Cc1cc(NS(=O)(=O)c2ccc(NC(=O)c3cnc(Cl)c(Cl)c3)cc2)nc(C)n1 | -6 | 3 | 3 | 0 | 16 | 0 | -1 | -12 | 1.2 | -21
Cn1cnc2c1c(=O)n(Cc1c(Cl)cccc1Cl)c(=O)n2C | -2 | -2 | -14 | . | 17 | 0 | -2 | 6 | -2.4 | .
CCn1ccc(=N)cc1 | -3 | -1 | -11 | -1 | 13 | -6 | -2 | 5 | -1.7 | 3
COC(=O)CCC(=O)N(C)CC1CCCN(CCc2cccc(C(F)(F)F)c2)C1 (centres undefined) | -3 | -1 | -16 | 1 | -10 | 3 | -2 | -4 | 0.8 | 8
N#Cc1c(-c2ccccc2)c(C#N)c2nc3ccccc3n2c1N | -7 | -2 | 0 | -1 | -15 | 9 | 9.1* | 13 | 1.4 | -6
O=C(O)CSCC(=O)Nc1ccc(-c2nc3ccccc3s2)cc1 | -14 | 1 | -2 | 13 | . | . | 3 | -4 | 1.4 | .
CCOCCCNC(=O)C(NC(=O)c1ccc(NC(C)=O)cc1)c1ccc(OC)cc1 (centres undefined) | -3 | -1 | -38 | -5 | -26 | 10 | -4 | -2 | -0.4 | 8
CN(C)S(=O)(=O)c1cccc(C(=O)NCC(C)(C)CNC(=O)c2cccc(S(=O)(=O)N(C)C)c2)c1 | -12 | 3 | -8 | -3 | -1 | 4 | 1 | -12 | 1.1 | -16
CC(C)(C)c1ccc(OCCC(=O)NC2=NCCS2)cc1 | -5 | -3 | . | 3 | -34 | 0 | 5 | -2 | 0.0 | 11
Cc1ccc(S(=O)(=O)NC2CCCC(C(=O)O)C2)cc1 (centres undefined) | -8 | 1 | -3 | 1 | -14 | 6 | 4 | -13 | 0.0 | 4
O=C(CSc1ccc([N+](=O)[O-])cn1)Nc1cc(C(F)(F)F)ccc1N1CCOCC1 | -9 | 6 | 23 | 0 | -3 | 1 | 0 | -12 | 1.0 | -8
Cc1cc(C(=O)O)n(C(C)(C)C)n1 | -8 | -6 | 0 | -2 | -11 | -1 | 0 | 16 | 0.8 | -4
O=C(Cc1ccc([N+](=O)[O-])cc1)N1CCc2ccccc2C1 | -4 | 1 | -7 | -1 | 2 | -1 | -4 | -1 | -0.9 | 1
O=C(CCC(=O)Nc1nnc(C2CCCCC2)s1)NCC1CCCO1 (centres undefined) | -9 | -1 | 28 | -2 | -17 | 0 | 6 | -4 | -0.1 | .
O=C(Cn1cccc1C(=O)c1ccccc1)NCCc1ccccc1 | -3 | -2 | 6 | 0 | -42 | 1 | -8 | 11 | 1.3 | -5
N#CCOc1coc(CN2CCN(c3ccccc3)CC2)cc1=O | -7 | -2 | -13 | -1 | 12 | -2 | 3 | -7 | 2.1 | 1
CC1CCC(NC(=O)c2cc(S(=O)(=O)N3CCCCC3)ccc2N2CCOCC2)CC1 (centres undefined) | -6 | -1 | -23 | -1 | -5 | 2 | 1 | -15 | -1.1 | 1
O=C(O)c1cccc(Oc2ccc([N+](=O)[O-])cc2)c1 | 4 | -5 | 4 | 11 | -9 | 0 | 1 | -6 | -0.1 | 2
Nc1nnc(SCC(=O)OCc2ccc(F)cc2)s1 | -5 | -3 | -19 | . | -3 | -4 | -3 | -5 | 0.9 | -2
O=C(Cn1c2c(c(-c3ccccc3)cc1=O)CCCC2)N1CCCCCC1 | -2 | . | 44 | -6 | 17 | -2 | 1 | -7 | 1.4 | .
COc1cc(C(=O)NCC2CCCCC2)ccc1OCc1c(C)noc1C | -5 | -1 | 37 | 1 | -4 | 2 | -1 | -18 | -0.1 | 8
COc1ccc(Nc2nc(C)c(-c3ccccc3)s2)cc1 | -10 | 2 | -11 | . | -6 | -2 | -2 | -9 | -0.3 | 71
COc1ccc(N2C(=O)CC(c3ccc(OC(C)C)cc3)C2=O)cc1 (centres undefined) | -3 | . | -27 | -2 | 11 | -4 | -2 | 7 | -1.1 | .
O=C(Nc1ccc(Br)cc1)c1ccc(F)c(S(=O)(=O)N2CCN(c3ccccn3)CC2)c1 | 0 | -4 | 51 | -5 | 12 | -2 | 1 | -3 | -1.8 | -23
CCN(CC)C(=O)c1[nH]cnc1C(=O)NCc1ccc(CNC(=O)OC(C)(C)C)cc1 | 7 | . | -1 | 0 | -10 | 1 | -3 | -5 | 0.7 | 7
O=C(CCl)Nc1nc(-c2ccco2)c(-c2ccco2)s1 | -14 | 12 | . | -2 | -15 | 2 | -3 | -15 | -0.1 | 8
O=C(Nc1ccc2c(c1)OCO2)C1CCCN(S(=O)(=O)c2cccs2)C1 (centres undefined) | -4 | . | 10 | . | -6 | 1 | -3 | 8 | -1.4 | -16
O=C(O)c1ccc(/C=N/Nc2nnnn2-c2ccccc2)cc1 | -3 | -2 | -18 | -3 | -12 | 5 | -1 | -11 | -1.2 | 3
NC(=O)COc1cccc2cccnc12 | -7 | 3 | -14 | -2 | 7 | -1 | -1 | -15 | -2.2 | -5
CC(C)(C)CC(=O)Nc1nn[nH]n1 | 4 | -2 | -9 | 1 | -2 | 1 | -2 | 19 | 2.0 | 7
Cc1ccc(N2C(=O)C3C(C2=O)C2C=CC3C23CC3)cc1 (centres undefined) | 2 | -4 | 4 | 4 | -10 | 4 | 0 | -5 | -0.1 | 19
S=C1N(c2ccccc2)C(c2ccc(Cl)cc2)N2CCCN12 (centres undefined) | -3 | -1 | -6 | -18 | 7 | -2 | 1 | 4 | -0.6 | 0
CCn1c(/C(C#N)=C(\O)CCc2ccccc2)nc2ccccc21 | -8 | -5 | 15 | . | -4 | 2 | -2 | 4 | 2.6 | .
O=C(NCC(c1cccs1)N1CCOCC1)C1CCN(S(=O)(=O)c2cccc(C(F)(F)F)c2)CC1 (centres undefined) | -16 | 2 | 2 | -1 | 0 | 4 | 4 | -18 | -4.2 | 0
CCN(CC(=O)NCc1cccs1)C(=O)C1CC(=O)N(c2ccc(OC)cc2OC)C1 (centres undefined) | 1 | . | 0 | -2 | 20 | -8 | 1 | -6 | 0.1 | -2
CC1CCC(NC(=O)CN(C)S(=O)(=O)c2ccc3c(c2)c(=O)n(C)c(=O)n3C)CC1 (centres undefined) | 2 | -1 | -246 | -2 | -20 | -4 | 1 | -5 | 2.0 | 14
CCOc1ccc(NC(=O)Cn2nnc(-c3ccc(C(N)=O)cc3)n2)cc1S(=O)(=O)N1CCCC1 | -14 | 1 | 44 | -4 | -10 | 3 | 1 | 3 | -0.3 | 28
COC(=O)c1ccc(CNC(=O)c2ccc3c(c2)S(=O)(=O)N=C2CCCCCN23)cc1 | -3 | 5 | -7 | -2 | -21 | 8 | 11* | 2 | 0.4 | -2
CCOC(=O)c1cc(C#N)c(Oc2ccccc2OC)nc1-c1ccccc1 | -10 | -3 | 42 | . | -29 | -2 | -7 | 10 | 0.1 | -11
O=C(CCN1CCCCC1c1cccnc1)NCc1ccccc1 (centres undefined) | -11 | 0 | 5 | 2 | -2 | 2 | 3 | -19 | -0.5 | -9
CCN(CC)CCN1C(=O)C(=O)/C(=C(/O)c2cccc(OC)c2)C1c1ccccn1 (centres undefined) | 0 | 4 | -8 | 7 | -37 | 5 | 1 | -2 | -2.4 | -3
O=C(c1ccc(F)cc1)c1c[nH]c(C(=O)NCCCN2CCOCC2)c1 | 0 | 0 | -6 | -3 | 1 | 0 | -2 | -13 | -0.7 | .
Cc1ccc(S(=O)(=O)Cc2ccc(C(=O)NCCCN3CCN(C)CC3)o2)cc1 | -1 | 2 | -40 | -2 | -16 | 6 | 0 | -12 | 1.2 | -6
COc1ccc(NC(=O)c2cccc(S(=O)(=O)N3CCCCC3)c2)c(OC)c1 | -5 | 13 | 41 | 1 | 8 | 0 | -4 | 1 | -0.5 | -13
COc1ccc(CCNC(=O)CCNC(=O)c2ccc(Cl)cc2)cc1OC | -7 | 1 | -30 | -1 | -35 | 4 | -3 | -9 | -0.8 | -5
COc1cc(OC)cc(C(=O)NCCNC(=O)c2ccccn2)c1 | -9 | -7 | . | -2 | -17 | 6 | -5 | -16 | -7.7 | -4
COc1ccc(N(CC(=O)Nc2ccc(C)cc2C)S(=O)(=O)c2c(C)n[nH]c2C)cc1 | -5 | 3 | 5 | -2 | -7 | -2 | -5 | 9 | -1.2 | -11
CCn1c(C)[n+](CCOC(C)=O)c2cc(Cl)c(Cl)cc21 | -1 | . | -4 | -1 | 2 | -1 | 0 | -17 | 0.2 | -13
Cc1ccc(S(=O)(=O)C/N=C(/NC(=S)N(c2ccccc2)c2ccccc2)c2ccccc2)cc1 | 1 | -5 | -6 | -1 | -15 | 6 | 5 | -20 | 1.0 | 4

Profiles as entered above:
Profile of COc1cc(C(=O)NCC2CCCCC2)ccc1OCc1c(C)noc1C : dFosB activator: -5; NSD2 HMT inh: -1; SR-BI DiI inh: 37; Wnt bcat act: 1; HTR5A inv ctr: -4; HTR5A ag ctr: 2; V-ATPase pHluor: -1; PvdQ acylase: -18; CDK5 inh: -0.1; MITF TRPM1 HTS: 8
Profile of Cc1ccc(S(=O)(=O)C/N=C(/NC(=S)N(c2ccccc2)c2ccccc2)c2ccccc2)cc1 : dFosB activator: 1; NSD2 HMT inh: -5; SR-BI DiI inh: -6; Wnt bcat act: -1; HTR5A inv ctr: -15; HTR5A ag ctr: 6; V-ATPase pHluor: 5; PvdQ acylase: -20; CDK5 inh: 1.0; MITF TRPM1 HTS: 4

From PubChem BioAssay
